# MsrA act = bovine MsrA enzyme activators, primary screen, biochemical, absorbance, HTS; AID 602163, 2012; purified bovine MsrA, absorbance read-out; Methionine sulfoxide reductase A (Bos taurus); activation, % at 10.6 µM; 0.3% of 360,000 active; in the data active = activation above about 7.5%;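 also: 0% = vehicle and 100% = reference activator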
# Rin1 Abl inh = inhibitors of Rin1-Abl protein binding, primary screen, biochemical, TR-FRET. Tyrosine-protein kinase ABL1 (Homo sapiens) + Ras and Rab interactor 1 (Homo sapiens), …. inhibition, % at 7.35 µM. 0.4% of 360,000 active; in the data active = inhibition above about 5%, passing the limit was not always enough
# MsrA inhibitor = bovine MsrA enzyme inhibitors, primary screen, biochemical, absorbance, HTS; AID 651718, 2012; purified bovine MsrA, absorbance read-out; 0.75% of 360,000 active; Methionine sulfoxide reductase A (Bos taurus); inhibition, % at 15.5 µM; in the data active = inhibition above about 4.5%;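 also: 0% = vehicle wells with enzyme and 100% = reference inhibitor wells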
# NRP1-CendR mod = modulators of CendR peptide binding to NRP-1, primary screen, biochemical, fluorescence polarization, uHTS | FAM-RPARPAR peptide binding to NRP-1 | inhibition, % at 25 µM | 0.85% of 360,000 active | AID 602438, 2012;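 active = inhibition or corrected inhibition above about 18%, plus a signal ratio from 0.5 to 1.5, limit read from the data, passing the limit was not always enough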; also: strong numbers were not always called active
# eLon inh = inhibitors of E. coli Lon protease, primary screen, biochemical, fluorescence polarization; purified E. coli Lon protease; 0.42% of 360,000 active; P0A9M0; inhibition, % at 7.94 µM; in the data active = inhibition above about 13%, passing the limit was not always enough;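 also: 0% = enzyme with probe and DMSO and 100% = no enzyme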
# Target sequence (P0A9M0 whole entry, looked up): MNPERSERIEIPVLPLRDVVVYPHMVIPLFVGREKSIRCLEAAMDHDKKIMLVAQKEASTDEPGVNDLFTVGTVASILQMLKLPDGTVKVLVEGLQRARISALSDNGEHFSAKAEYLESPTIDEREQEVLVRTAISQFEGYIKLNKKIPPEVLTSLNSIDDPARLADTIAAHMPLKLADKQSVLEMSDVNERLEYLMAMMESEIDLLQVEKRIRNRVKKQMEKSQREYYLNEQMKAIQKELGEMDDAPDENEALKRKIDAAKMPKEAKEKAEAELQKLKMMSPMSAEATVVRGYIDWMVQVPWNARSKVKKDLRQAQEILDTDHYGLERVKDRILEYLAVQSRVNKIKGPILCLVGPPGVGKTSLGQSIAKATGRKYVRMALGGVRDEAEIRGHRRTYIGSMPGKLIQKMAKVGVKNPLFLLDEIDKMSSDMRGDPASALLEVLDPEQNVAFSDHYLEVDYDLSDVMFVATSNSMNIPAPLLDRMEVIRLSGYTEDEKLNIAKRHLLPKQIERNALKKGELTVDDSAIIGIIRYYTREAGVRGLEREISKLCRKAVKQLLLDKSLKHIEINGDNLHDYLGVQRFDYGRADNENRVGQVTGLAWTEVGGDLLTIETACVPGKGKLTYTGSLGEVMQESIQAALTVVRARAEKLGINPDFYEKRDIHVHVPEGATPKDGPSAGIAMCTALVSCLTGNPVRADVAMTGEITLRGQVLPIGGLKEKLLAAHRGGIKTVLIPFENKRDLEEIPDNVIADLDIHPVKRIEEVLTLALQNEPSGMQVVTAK
# FAS-TE inh = FAS thioesterase domain inhibitors, primary screen, biochemical, fluorescence intensity, uHTS; recombinant FAS-TE, OMFH fluorogenic substrate, fluorescence endpoint; inhibition, % at 15 µM; 0.67% of 360,000 active; AID 602261, 2012;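 active = compounds whose normalised, plate-corrected inhibition of enzyme fluorescence in the single-dose primary screen is 50% or more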;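 also: 0% = DMSO with enzyme and 100% = substrate without enzyme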
# SKN-1 block = suppressors of acrylamide-induced Pgst-4::GFP reporter in worms, primary screen, SKN-1 inhibitor project, whole organism, uHTS, GFP/RFP fluorescence ratio, strain VP596 | C. elegans VP596 Pgst-4::GFP/RFP ratio, 24 h | inhibition, % at 21.8 µM | 0.49% of 360,000 active | AID 624304, 2012;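 active = interference check ratio from 0.5 to 1.5 plus GFP to RFP signal ratio inhibition reaching or exceeding a fixed threshold, cut at about 30% in these data, passing the limit was not always enough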; also: some compounds called inactive have numbers as strong as hits
# MT1-MMP act inh = blockers of MT1-MMP proenzyme processing, primary screen, HT1080 RFP-PRO-GFP cells, GFP/RFP fluorescence; GFP/RFP ratio fluorescence, overnight; percent of plate control window, DMSO zero; AID 651647, 2012; 0.061% of 360,000 active; GFP/RFP ratio change, % at 20 µM; Matrix metalloproteinase-14 (Homo sapiens), P50281;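 active = GFP/RFP ratio change of at least 30% with cell ATP level not reduced by more than half and red fluorescence within 50% of control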; also: strong numbers were not always called active
#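 Assay system: HT1080 RFP-PRO-GFP cells. Benchmarks: DMSO vehicle wells and RFP-L50D-GFP reporter cell wells. Times: overnight cell settling, then overnight compound exposure, 37 °C, 5% CO2. Compound: 20 µM single dose, 1% DMSO. Read-out basis: GFP/RFP fluorescence ratio.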
# Neddylation inh = inhibitors of cullin neddylation, primary screen, biochemical, TR-FRET, uHTS, NAE and Ubc12; NEDD8-conjugating enzyme Ubc12 (Homo sapiens) + NEDD8-activating enzyme E1 regulatory …; calls only at 25 µM; 0.58% of 360,000 active; in the data active = inhibition above about 36%
# * hit, by the source's call; i = inactive; / = not tested or not shown; & = joins results of further samples.
canonical_smiles | MsrA act | Rin1 Abl inh | MsrA inhibitor | NRP1-CendR mod | eLon inh | FAS-TE inh | SKN-1 block | MT1-MMP act inh | Neddylation inh
CCCN1C(=O)C(Cc2nc3ccccc3c(=O)n2C)c2ccccc21 (centres undefined) | -2 | 1 | -1.1 | 10 | -1 | 1 | -17 | -7 | i
CC(=O)N(c1ccccc1)c1ccc([N+](=O)[O-])cc1[N+](=O)[O-] | 2 | -4 | -0.9 | -12 | -4 | 4 | 0 | -1 | i
O=C(c1cc(-c2cccnc2)nc2ccccc12)N1CCN(S(=O)(=O)c2cccs2)CC1 | 0 | -1 | 0.9 | 6 | -9 | 1 | 28 | -5 | i
CCNNC(=O)C(O)(c1cccc(C)c1)c1cccc(C)c1 | -4 | 1 | -0.3 | -4 | -6 | -10 | 11 | 1 | i
CCN=c1scc(-c2ccc3c(c2)NC(=O)CO3)n1N=C1CCCC1 | -13&1 | 0&-1 | 1.8&-0.2 | -35&-47 | -32&-21 | -3&-12 | 1&0 | 0&-14 | i
CC1=CC(C)=Nc2ccc(C)cc2N1 | 1&-2 | -2&1 | -0.2&-1.1 | 3&-5 | -6&5 | -8&-7 | 2&12 | 1&8 | i
O=C(COc1cccc2ccccc12)NNC(=O)c1cnccn1 | -3 | 2 | -0.5 | -4 | -10 | -6 | 5 | 5 | i
COc1ccc(OC)c(N(CC(=O)Nc2cccnc2)S(=O)(=O)c2ccc(OC)c(OC)c2)c1 | -1 | -2 | -0.6 | -3 | 2 | -3 | 14 | 1 | i
CCOc1ccc(S(=O)(=O)N2CCCC(C(=O)NCc3cccnc3)C2)cc1 (centres undefined) | 8.9* | 5 | -0.8 | 16 | -5 | -6 | 13 | -1 | i
Cc1ccc(S(=O)(=O)N2CCCCC2)cc1NC(=O)C1CCC1 | -4 | 3 | -0.3 | -8 | -5 | -6 | -5 | -2 | i
CCn1c(C)nc2cc(C(=O)NN=C(C)c3ccc(C#N)cc3)ccc21 | -9 | -1 | 0.1 | -14 | 1 | -10 | -4 | -2 | i
CCN(CC)c1ccc2cc(-c3nc4ccccc4n3C)c(=O)oc2c1 | -11 | -15 | -0.1 | -53 | -173 | -21 | -16 | / | i
OC(CNCc1ccccc1)(c1ccccc1)c1ccccc1 | -2 | 3 | -0.9 | 1 | 0 | -1 | -2 | -4 | i
O=C(CC1CCCCC1)NCc1ccccc1 | -3 | 3 | 1.2 | 10 | -7 | -1 | 4 | -4 | i
CCCCS(=O)CC(COC)OC(=O)c1ccccc1 (centres undefined) | -1 | -1 | -1.6 | -6 | 2 | -6 | 6 | -1 | i
O=C1OC(c2ccccc2)=C/C1=C/c1cccs1 | -2 | -5 | 3.8 | 5 | -1 | 4 | 25 | -2 | i
Cn1c(SCc2cccc([N+](=O)[O-])c2)nc2ccccc2c1=O | -11 | 4 | 0.3 | 5 | 12 | 43 | 3 | / | i
CCc1ccc(C2C(C#N)=C(N)N(N3CCOCC3)C3=C2C(=O)CC(C)(C)C3)s1 (centres undefined) | -9 | 2 | -0.1 | 0 | 3 | -10 | 7 | -4 | i
CC(C)(C)OC(=O)NCCCCCNC(=O)c1[nH]cnc1C(=O)N[C@@H](Cc1ccccc1)C(=O)OC(C)(C)C | 3 | 0 | / | 20 | -9 | 21 | 8 | 0 | i
Cc1nc(SCC(=O)c2c(N)n(C3CC3)c(=O)[nH]c2=O)[nH]c(=O)c1CCO | -3 | 2 | -0.9 | -2 | 5 | -10 | 10 | 0 | i
CCN(CC)CCN(C(=O)c1ccc2ncsc2c1)c1nc2cc3c(cc2s1)OCO3 | -1 | -3 | 2.6 | -7 | -12 | 6 | 4 | -1 | i
Cn1c(-c2cccs2)[n+](C)c2ccccc21 | -9 | 3 | -0.3 | -3 | 4 | -6 | -1 | 0 | i
COc1cc2ccccc2cc1C(=O)N1CCN(C(C)=O)CC1 | -7 | -2 | -0.6 | 6 | 2 | -6 | -11 | -5 | i
CCCC(=O)Nc1nnc(CC(=O)N2CCCC2)s1 | -2 | -4 | 0.3 | 9 | -1 | -2 | 1 | -10 | i
CN(Cc1ccccc1)C(=O)c1[nH]cnc1C(=O)Nc1ccc(Br)cc1F | -7 | -1 | 1.0 | -8 | -5 | 16 | 4 | -2 | i
CCOC(=O)C(C)Sc1ncc(-c2ccccc2)cn1 (centres undefined) | -3 | -3 | 0.1 | 2 | -5 | 5 | -4 | 8 | i
CCCCN(CC)CCNC(=O)c1cn(CCOC)c(=O)c2c1c1ccccc1n2C | -2 | 2 | 2.1 | 3 | -5 | -5 | -4 | -4 | i
CN1C(=O)N(CC(=O)Nc2cccc(S(=O)(=O)N(C)c3ccccc3)c2)C(=O)C12CCCCC2 | -5 | -3 | 0.4 | -1 | 8 | 7 | 8 | 7 | i
CC12CC(NC(=O)N1c1cccc(C(=O)N3CCN(c4ccccn4)CC3)c1)c1ccccc1O2 (centres undefined) | -2 | -1 | -1.3 | -1 | 1 | -1 | 9 | 4 | i
CCOC(=O)N1CCC(NC(=O)c2cc(S(=O)(=O)N3CCc4ccccc43)cn2C)CC1 | -4 | 4 | -0.6 | -1 | -5 | 1 | -5 | 6 | i

# Going on with the list.
# Order of values – MsrA act, Rin1 Abl inh, MsrA inhibitor, NRP1-CendR mod, eLon inh, FAS-TE inh, SKN-1 block, MT1-MMP act inh, Neddylation inh
Cc1ccc(S(=O)(=O)N(CC(=O)N2CCc3ccccc3C2)c2cccc(Cl)c2)cc1
    -1, 1, 2.2, -1, 4, 28, 11, -3, i
Cc1ccc(SCCC(=O)N2CCOCC2)cc1
    -2, 5, -1.0, -2, -5, -5, 2, 1, i
O=C(O)Cn1cnc2c(oc3ccccc32)c1=O
    -3, 0, 1.7, 8, -1, -4, -13, -3, i
CC(=O)CCc1oc2ccc([N+](=O)[O-])cc2c1-c1ccc(C)o1
    -3, 2, 0.4, 10, 10, 4, 13, -10, i
CN(c1ccc(C(=O)Nc2ccc(S(=O)(=O)N3CCCC3)cc2)cc1)S(C)(=O)=O
    -3, 1, 1.2, -9, -4, 1, 4, -4, i
CCn1c(SC)nnc1-c1nn(-c2ccccc2)ccc1=O
    -8, 4, 0.8, -3, 7, -7, -1, 1, i
Cc1ccccc1NS(=O)(=O)c1cccc2nonc12
    -3, -4, -0.5, -5, -9, -2, 15, -10, i
CCCOc1ccc2c(CC)cc(=O)oc2c1C
    -10, 2, 0.5, -3, -2, 16, 27, 2, /
CCOC(=O)C1(C)CCCN1C(=O)c1csnn1 (centres undefined)
    -2, 1, 0.1, -10, 2, -10, -2, -1, i
CC1CCCN(C(=O)Cn2nnc(-c3ccc([N+](=O)[O-])cc3)n2)C1 (centres undefined)
    -4, -1, 1.3, 5, 3, -1, 7, -1, i
CCN(CC)S(=O)(=O)c1ccc(SCC(=O)c2c(N)n(C3CC3)c(=O)[nH]c2=O)nc1
    -3, 0, 0.4, -1, -3, -6, 2, 2, i
O=C1c2ccccc2C(Nc2ccc(Cl)cn2)N1c1ccccn1 (centres undefined)
    -9, 2, 1.0, -11, -5, 7, 0, 1, i
Cc1ccc(NC(=O)C2CCN(S(=O)(=O)c3cccc4nonc34)CC2)nc1
    -3, -3, -0.2, -4, 1, 2, -8, -1, i
CCOc1ccc(NC(=O)c2sc(NC(C)=O)c(C(=O)OC)c2C)cc1
    -3, 0, -1.0, 7, -2, -4, -1, 2, i
O=C(Nc1cccc(S(=O)(=O)N2CCCCCC2)c1)C1=COCCO1
    4, -1, -0.4, 0, -6, -1, 4, 0, i

# Some values from the list.
# Rin1 Abl inh, CCN(CC)S(=O)(=O)c1ccc(SCC(=O)c2c(N)n(C3CC3)c(=O)[nH]c2=O)nc1 → 0
# MT1-MMP act inh, O=C(Nc1cccc(S(=O)(=O)N2CCCCCC2)c1)C1=COCCO1 → 0
# MsrA inhibitor, Cc1ccc(NC(=O)C2CCN(S(=O)(=O)c3cccc4nonc34)CC2)nc1 → -0.2

# The main list resumes with the four entries that preceded the break.
# Order of values – MsrA act, Rin1 Abl inh, MsrA inhibitor, NRP1-CendR mod, eLon inh, FAS-TE inh, SKN-1 block, MT1-MMP act inh, Neddylation inh
O=C1c2ccccc2C(Nc2ccc(Cl)cn2)N1c1ccccn1 (centres undefined)
    -9, 2, 1.0, -11, -5, 7, 0, 1, i
Cc1ccc(NC(=O)C2CCN(S(=O)(=O)c3cccc4nonc34)CC2)nc1
    -3, -3, -0.2, -4, 1, 2, -8, -1, i
CCOc1ccc(NC(=O)c2sc(NC(C)=O)c(C(=O)OC)c2C)cc1
    -3, 0, -1.0, 7, -2, -4, -1, 2, i
O=C(Nc1cccc(S(=O)(=O)N2CCCCCC2)c1)C1=COCCO1
    4, -1, -0.4, 0, -6, -1, 4, 0, i
COc1ccc(NS(=O)(=O)c2csc(C(=O)N3CCCC3)c2)cc1
    -5, 1, 2.1, 4, 12, -4, -4, 3, i
CC(=O)NS(=O)(=O)c1ccc(NC(=O)c2cc3c(=O)n4ccccc4nc3s2)cc1
    -2, -3, 1.3, -26, -11, -4, 6, -8, i
Cc1ccccc1C(=O)c1cccn1CC(=O)NC1CCCC(C)C1C (centres undefined)
    3, -1, 1.3, -5, -1, 11, 11, -3, i
COc1ccc(-n2nc(C(=O)NCC(=O)N3CCN(C)CC3)c3ccccc3c2=O)cc1OC
    -3, -2, 1.0, -6, -7, -11, -8, 1, i
O=C(Nc1cccc(-c2cn3ccccc3n2)c1)c1ccccc1
    -10, 6, 0.5, 12, -8, 0, 9, 24, i
CC(=O)c1ccc(N(C(=O)c2ccco2)C(C(=O)NC2CCCC2)c2ccc(N3CCOCC3)cc2)cc1 (centres undefined)
    1, 0, -0.2, 3, 2, 55*, 3, 4, i
O=C1CC(N2CCC(c3nc4ccccc4o3)CC2)C(=O)N1c1ccc(Cl)c(C(F)(F)F)c1 (centres undefined)
    -2, -1, -1.6, -13, -3, 27, 12, 8, i
O=c1[nH]c2ccccc2c(=O)n1Cc1ccco1
    -2, 6, -0.4, 8, -5, -2, 3, -2, i
O=C(C1CC1)N1N=C(c2cccc(Br)c2)CC1(O)C(F)(F)F (centres undefined)
    -1, 2, 1.5, 5, -15, 13, 19, -1, i
CCC1(CC)C(=O)NN(c2ccccc2)C1=O
    0, 1, -1.3, 27*, 11, -9, -3, -2, i
CC1CCCN(C(=O)c2ccc(NS(=O)(=O)c3cccc([N+](=O)[O-])c3)cc2)C1 (centres undefined)
    -3, 3, 1.1, 1, 3, -7, 8, 0, i
Cc1ccc(Cn2cnc3sc4c(c3c2=O)CCC4)c(C)c1
    0, 0, -0.2, 0, 1, 8, 17, 1, i
O=C(/C=C/c1ccc(S(=O)(=O)N2CCOCC2)cc1)NC(=S)NCCCn1ccnc1
    0, -2, 2.8, 8, -4, -7, 0, -4, i
Cn1c(=S)[nH]c2c(c1=O)C(C)(C)Cc1ccccc1-2
    -4, -13, 1.1, -1, -8, 4, 9, -1, i
CC(C)N1C(=O)c2ccccc2NC(=O)C1C(=O)NCc1cccc(C(F)(F)F)c1 (centres undefined)
    /, /, -1.6, 3, /, /, -3, 1, i

# Screening results as filed in PubChem BioAssay.

# Rows were taken by chance; any-hit rate near 4.2%.
